Scp-1 inhibitor: Scp-1 (human) phosphatase inhibition. Q9GZU7. hit rate 0.88% among 340,000. inhibition, % at 20 µM. AID 493091. Recombinant Scp1, phosphopeptide, malachite green phosphate absorbance;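 active = inhibition above about 50% at 20 µM, limit read from the data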;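 note: plate controls were DMSO wells with enzyme for no effect and wells lacking enzyme for full effect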
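Test system: SCP-1 catalytic domain; Buffer or medium: Acidic Tris acetate buffer with magnesium and detergent; Also added: Phosphorylated 17-residue peptide substrate; Compound: single 20 µM dose, 1% DMSO; Schedule: enzyme reaction 45 min at room temperature, colour 5 min, stabilisation 30 min; Signal: Phosphate-binding colour reagent, absorbance read at 630 nm.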
MT1-MMP act inh: MT1-MMP (human) activation inhibition | HT1080 RFP-PRO-GFP cells, GFP/RFP ratio fluorescence, overnight; percent of plate control window, DMSO zero | hit rate 0.061% among 360,000 | GFP/RFP ratio change, % at 20 µM | P50281;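 active = GFP/RFP ratio change of at least 30% with cell ATP level not reduced by more than half and red fluorescence within 50% of control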; note: strong numbers were not always called active
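Assay system – RFP-PRO-GFP reporter HT1080 cells · Compound dosing – single dose of 20 µM compound, 1% DMSO final · Incubation – overnight compound exposure at 37 °C · Measure – GFP/RFP fluorescence ratio · Benchmarks – DMSO wells and RFP-L50D-GFP cells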
NadD inh: inhibitors of Staphylococcus aureus NadD | purified NadD enzyme, colorimetric absorbance read-out | inhibition, % at 20 µM | hit rate 0.78% among 360,000; in the data active = inhibition above about 26%; note: some compounds past the cut are filed as inactive
SKN-1 inh: C. elegans SKN-1 inhibition; hit rate 0.49% among 360,000; C. elegans VP596 Pgst-4::GFP/RFP ratio, acrylamide-induced, 24 h; inhibition, % at 21.8 µM; AID 624304;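 active = interference check ratio from 0.5 to 1.5 plus GFP to RFP signal ratio inhibition reaching or exceeding a fixed threshold, cut at about 30% in these data, passing the limit was not always enough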; note: some compounds called inactive have numbers as strong as hits
SUMO1 PPI mod: SUMO1-SIM interaction modulation | inhibition, % at 20 µM | hit rate 0.33% among 360,000 | AID 602429 | P63165 | SUMO1 binding to a labelled peptide, TR-FRET, 1 h; in the data active = inhibition above about 37%
Rpn11 inh: blocks the human proteasome subunit Rpn11. O00487. human 26S proteasome, Ub4-pepOG fluorescence polarization; 20S core pre-blocked with epoxomicin. calls only at 20 µM. hit rate 0.59% among 360,000;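 active = inhibition at 20 µM, scaled to each plate's controls, above about 33%, limit read from the data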
CendR NRP1 mod: alters CendR peptide binding to human NRP-1. AID 602438. hit rate 0.85% among 360,000. O14786. FAM-RPARPAR peptide binding to NRP-1, fluorescence polarization. inhibition, % at 25 µM;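 active = inhibition or corrected inhibition above about 18%, plus a signal ratio from 0.5 to 1.5, limit read from the data, passing the limit was not always enough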; note: strong numbers were not always called active
DNMT1 inh: blocks human DNA methyltransferase DNMT1. AID 588458. DNMT1 molecular beacon, Hinp1I cleavage, fluorescence. inhibition (reported as % activation of signal), % at 10 µM. hit rate 0.83% among 360,000; in the data active = inhibition above about 50%
Target sequence (P26358 504-1616 limits assumed): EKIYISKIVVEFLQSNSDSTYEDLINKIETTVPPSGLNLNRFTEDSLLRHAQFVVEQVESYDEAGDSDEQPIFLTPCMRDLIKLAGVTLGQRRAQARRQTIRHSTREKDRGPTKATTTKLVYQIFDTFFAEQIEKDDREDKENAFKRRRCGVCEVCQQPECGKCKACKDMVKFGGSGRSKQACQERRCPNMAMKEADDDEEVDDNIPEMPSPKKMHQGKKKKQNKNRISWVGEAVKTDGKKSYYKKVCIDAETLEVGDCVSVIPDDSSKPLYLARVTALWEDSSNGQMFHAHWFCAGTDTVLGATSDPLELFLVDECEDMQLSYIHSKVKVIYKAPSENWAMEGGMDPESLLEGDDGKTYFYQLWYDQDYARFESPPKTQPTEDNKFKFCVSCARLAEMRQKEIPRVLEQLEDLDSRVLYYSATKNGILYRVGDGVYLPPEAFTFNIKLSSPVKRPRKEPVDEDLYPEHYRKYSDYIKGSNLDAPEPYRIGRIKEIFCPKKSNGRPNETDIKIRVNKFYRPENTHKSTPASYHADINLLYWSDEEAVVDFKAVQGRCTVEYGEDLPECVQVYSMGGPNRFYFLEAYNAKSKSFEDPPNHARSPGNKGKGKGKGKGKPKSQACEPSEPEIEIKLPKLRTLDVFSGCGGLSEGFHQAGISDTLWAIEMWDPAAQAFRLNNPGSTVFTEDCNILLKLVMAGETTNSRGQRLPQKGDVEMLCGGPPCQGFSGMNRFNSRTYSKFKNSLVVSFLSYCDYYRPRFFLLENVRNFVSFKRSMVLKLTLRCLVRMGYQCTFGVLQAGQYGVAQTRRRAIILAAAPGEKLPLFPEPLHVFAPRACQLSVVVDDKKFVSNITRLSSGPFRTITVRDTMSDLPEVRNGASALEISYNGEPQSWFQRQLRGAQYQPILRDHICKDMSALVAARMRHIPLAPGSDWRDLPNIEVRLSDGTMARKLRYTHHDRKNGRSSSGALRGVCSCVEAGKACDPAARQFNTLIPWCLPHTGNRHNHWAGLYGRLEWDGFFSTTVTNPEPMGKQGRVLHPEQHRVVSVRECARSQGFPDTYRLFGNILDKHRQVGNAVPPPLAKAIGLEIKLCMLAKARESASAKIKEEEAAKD
LMPTP inh: LMPTP (human) inhibition; P24666; recombinant LMPTP-A, OMFP fluorogenic substrate, fluorescence intensity; inhibition, % at 20 µM; hit rate 0.22% among 360,000;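 active = compounds that cut the enzyme signal by at least half of the control window in the single-dose screen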;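 note: plate controls were DMSO wells with enzyme plus substrate for no effect and substrate without enzyme for full effect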
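Assay system: LMPTP-A enzyme. Input: 0.625 nM LMPTP-A final. Probe or stimulus: 400 µM OMFP. Compound dosing: single 20 µM dose. Schedule: 50 min dark incubation at room temperature. Detection: fluorescence intensity of OMFP turnover product. Read-out: percent inhibition versus substrate-only and uninhibited controls. Benchmarks: no-enzyme low control, uninhibited high control.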
STEP block: blocks human striatal-enriched tyrosine phosphatase; hit rate 0.25% among 360,000; recombinant STEP, OMFP fluorogenic substrate, fluorescence; P54829; inhibition, % at 20 µM;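 active = inhibition at 20 µM, scaled per plate between control wells, above about 37%, limit read from the data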;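 note: 0% = DMSO with enzyme and substrate and 100% = substrate only without enzyme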
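Measure: Control-normalized % inhibition with plate pattern correction | Test system: STEP phosphatase, cell-free reaction | Medium: pH 6.0 Bis-Tris with DTT and Tween 20 | Technique: Fluorescence, 480/540 nm | Times: Reaction 20 min, ambient temperature | Doses: Single compound dose of 20 µM, 1% DMSO final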
* marks the source's active call; other numbers are inactive results; i = inactive; . = not tested or not shown.

Sample of the layout:
SMILES	Scp-1 inhibitor	MT1-MMP act inh	NadD inh	SKN-1 inh	SUMO1 PPI mod	Rpn11 inh	CendR NRP1 mod	DNMT1 inh	LMPTP inh	STEP block
C=CC[C@H](CC(=O)NCCO)C(=O)N[C@H](COC(=O)[C@@H](CC=C)Cc1ccc(F)cc1)C(C)(C)C	-4.9	3.7	-1.3	20.6	6.0	i	4.7	-0.1	-1.3	2.2
COc1ccc(-c2nnc(NC(=O)c3ccc(S(=O)(=O)N4CCc5ccccc5C4)cc3)o2)cc1	-4.9	5.7	84.4*	3.9	8.4	i	-22.5	-8.8	0.6	0.4
Cc1ccc(-n2c(SCC(=O)Nc3cc(C)on3)nc3c(c2=O)SC(C)C3)cc1 (stereo not drawn)	-8.4	3.4	0.2	10.5	-7.9	i	0.4	5.0	-0.2	-1.4

The list itself, from the start:
SMILES	Scp-1 inhibitor	MT1-MMP act inh	NadD inh	SKN-1 inh	SUMO1 PPI mod	Rpn11 inh	CendR NRP1 mod	DNMT1 inh	LMPTP inh	STEP block
C=CC[C@H](CC(=O)NCCO)C(=O)N[C@H](COC(=O)[C@@H](CC=C)Cc1ccc(F)cc1)C(C)(C)C	-4.9	3.7	-1.3	20.6	6.0	i	4.7	-0.1	-1.3	2.2
COc1ccc(-c2nnc(NC(=O)c3ccc(S(=O)(=O)N4CCc5ccccc5C4)cc3)o2)cc1	-4.9	5.7	84.4*	3.9	8.4	i	-22.5	-8.8	0.6	0.4
Cc1ccc(-n2c(SCC(=O)Nc3cc(C)on3)nc3c(c2=O)SC(C)C3)cc1 (stereo not drawn)	-8.4	3.4	0.2	10.5	-7.9	i	0.4	5.0	-0.2	-1.4
COc1ccc(CCNC(=O)C2CC(c3cccc([N+](=O)[O-])c3)=NO2)cc1 (stereo not drawn)	-5.6	1.6	-3.2	3.2	-27.2	i	0.1	-1.2	-0.6	-0.2
CCCC(CCC(=O)OC)(C(=O)OCC)c1csc(N)n1 (stereo not drawn)	-2.7	-1.4	2.0	0.8	-2.2	i	-0.8	19.5	0.7	2.1
O=C(NC1CC2CCCC(C1)N2C(=O)Nc1ccc(Cl)c(C(F)(F)F)c1)C1CC1 (stereo not drawn)	-5.0	4.7	-3.1	11.1	1.1	i	3.1	-5.2	0.3	-1.1
CCOC(=O)CSc1nnc(CNc2ccc(F)cc2)o1	12.9	1.0	-2.8	5.2	-1.3	i	6.7	1.2	-1.4	-1.2
Nc1nonc1C(=O)NCCNCc1cc(Br)ccc1OCc1ccccc1F	0.2	-1.9	-0.7	-9.3	0.8	i	-2.8	-2.9	-4.1	-5.7
O=[N+]([O-])c1ccc2c(c1)C(=NO)c1cc(Cl)c(Cl)cc1-2	-0.3	1.0	19.2	9.2	-8.4	i	8.4	26.9	1.5	-2.1
O=C1N/C(=N/S(=O)(=O)c2ccccc2)S/C1=C/c1cccnc1	-0.8	-0.4	1.4	4.5	-2.2	i	-8.8	4.3	-1.5	-0.7
COc1ccc(OC)c(-c2csc(NC(=O)C3=NNC(=O)CC3)n2)c1	-3.1	4.7	10.0	9.5	3.8	i	-4.5	-10.9	0.7	-0.4
Cc1cc2nc[nH]c2cc1[N+](=O)[O-]	-8.9	0.2	-0.1	-4.7	-3.2	i	0.3	-2.0	-0.7	-3.5
Nc1nc(SCC(=O)Nc2ccc(Cl)c(S(=O)(=O)N3CCOCC3)c2)n[nH]1	0.9	1.8	-4.3	10.3	1.5	i	-8.2	0.4	0.2	-5.7
COC(=O)c1cnc(Oc2c(Cl)cc(N)cc2Cl)cc1C(F)(F)F	-4.2	-0.4	3.4	-6.7	1.9	i	-0.8	-7.1	3.8	-1.7
Cc1ccc2c(c1)C(=O)CC(c1ccccc1)S2 (stereo not drawn)	-10.5	0.6	-6.2	11.6	-17.0	i	15.8	-0.8	1.5	-0.7
CCCCCCNC(=O)O[C@H]1Cn2c(=O)n(CCCCCC)c(=O)n2[C@@H]2CN(S(=O)(=O)c3ccc(C)cc3)C[C@]12O	.	-1.1	-6.8	7.9	7.6	i	11.4	-21.8	1.0	-0.1
CCC(=O)c1ccc(OCC(=O)Nc2cccc(S(=O)(=O)N3CCCCCC3)c2)cc1	-4.9	-8.0	-10.5	4.1	2.1	i	0.9	-2.8	2.7	-0.1
COc1cc(Cn2ccnc2)c(OC)cc1Cn1ccnc1	-6.1	-9.5	-4.6	7.9	-0.1	i	1.8	2.1	2.0	-6.1
Cc1c(Cl)c([N+](=O)[O-])nn1CC(=O)NC(C)C1CC2CCC1C2 (stereo not drawn)	1.7	4.8	-2.0	0.8	-14.1	i	-2.3	-1.1	1.0	0.3
COc1ccc(OC)c(C2c3[nH]c4ccccc4c3C[C@H]3C(=O)N(CCCOC(C)C)CC(=O)N23)c1 (stereo partly drawn)	-7.3	-1.3	-7.5	0.7	2.3	i	-10.1	-1.3	0.7	4.5
Cc1ccc(CN2CCNC(=O)C2CC(=O)N(C)C2CCCCC2)o1 (stereo not drawn)	-8.4	-2.9	-0.3	4.2	-2.7	i	6.7	-1.2	-1.0	-1.5
CC1=C(C(=O)N(C)C)CC(CC(=O)NCC2CCCCC2)C(=O)N1CCC1=CCCCC1 (stereo not drawn)	.	-2.2	-2.8	-11.6	-0.7	i	-11.4	3.1	-2.2	-1.2
O=C(Cc1cccs1)N1CCN(S(=O)(=O)c2cccc([N+](=O)[O-])c2)CC1	-6.9	1.3	-2.9	12.9	-29.7	i	13.4	1.5	-0.9	-1.5
Cc1ccc(NC(=O)N(CCCN2CCOCC2)Cc2cc3cc4c(cc3[nH]c2=O)OCO4)cc1	15.5	3.8	0.4	6.9	-4.3	i	-0.4	-3.6	0.8	-1.2
COc1ccc(NC(=O)CC2CC3CCC2C3)cc1S(=O)(=O)N1CCOCC1 (stereo not drawn)	-10.4	1.6	-4.5	4.7	2.0	i	15.4	0.2	-3.1	1.3
SMILES	Scp-1 inhibitor	MT1-MMP act inh	NadD inh	SKN-1 inh	SUMO1 PPI mod	Rpn11 inh	CendR NRP1 mod	DNMT1 inh	LMPTP inh	STEP block
COc1ccc(-c2sc3ccc(OC)cc3c2-c2ccc(OC)c(F)c2)cc1	-5.0	0.6	-0.7	11.0	6.7	i	8.9	-1.3	2.0	-1.5
C[C@@H](C(=O)OCC(=O)c1ccccc1)N1C(=O)C2CCCCC2C1=O (stereo partly drawn)	-5.0	-0.3	2.4	10.0	-0.8	i	3.7	3.5	-1.4	-1.8
O=C(NCc1ccccc1)C1CCN(S(=O)(=O)c2ccc(Cl)cc2)CC1	-6.9	-10.5	-11.4	-5.5	2.3	i	14.0	3.9	-1.1	1.9
O=Cc1ccc(-c2ccc([N+](=O)[O-])cc2Cl)o1	15.3	-2.6	2.8	-8.8	-26.6	i	-10.2	8.0	7.0	0.7
Cc1cccc(NC(=O)C2CCCN2C(=O)Oc2ccccc2)c1C (stereo not drawn)	-4.6	6.3	-0.8	2.6	-1.8	i	-3.9	-0.4	-0.7	-1.6
COc1ccc(CC(=O)Nc2cc(Cl)ccc2C(=O)O)cc1	-6.1	-2.3	-9.6	-3.5	-2.5	i	-5.7	4.2	-0.1	-1.5
CCOC(=O)C1=CC(=O)CC(C)(C)O1	-5.4	-2.5	-3.5	-3.4	-7.6	i	6.6	0.8	-0.8	0.4
CCCCCCn1c(=O)c(C(=O)N/N=C/c2cccc(F)c2)c(O)c2ccccc21	-3.7	1.1	-1.5	-5.0	5.2	i	7.7	9.1	2.7	4.4
O=C(Nc1c(-c2ccccc2)nc2sccn12)c1ccccc1	-2.2	-5.1	0.7	2.9	3.0	i	-19.8	4.3	-0.8	-1.8
COc1ccc(NC(C)=O)cc1NC(C)C(=O)Nc1ccc(F)cc1 (stereo not drawn)	-2.2	-7.2	0.0	0.6	10.6	i	5.9	-2.7	-1.9	-5.9
O=C(CCN1N=C(c2ccccc2)CCC1=O)NC1CCCC1	-10.6	2.6	1.9	8.7	-0.7	i	7.7	2.3	-1.6	-0.7
COCCn1c(Cc2ccccc2)nnc1SCC(=O)NC(C)(C)C	-5.6	4.5	-5.7	-31.5	-1.4	i	2.6	2.2	-0.6	0.2
Cc1ccc(C(=O)N/C(=C/c2cccs2)C(=O)NCC2CCCO2)cc1 (stereo not drawn)	-4.9	1.0	-3.9	2.2	-7.5	i	13.9	1.9	0.9	9.5
Cc1ccc(CS(=O)(=O)CCC(=O)NCc2ccccc2Cl)cc1	-1.4	0.1	-2.1	12.8	2.0	i	-1.2	2.9	0.2	-1.4
Cc1ccc(S(=O)(=O)N2CCN(C(=O)CC(C)n3nc(C)c(Cl)c3C)CC2)cc1C (stereo not drawn)	-6.0	-1.4	-2.4	10.3	-5.3	i	-14.9	1.9	1.1	-0.7
Cc1sc(NC(=S)NC(=O)C(C)(C)C)c(C(N)=O)c1C	-7.7	12.0	-0.3	-0.7	-1.3	i	0.7	-1.8	-1.1	-3.2
COc1ccccc1NC(=O)C1=C(C)Nc2ncnn2C1c1ccccc1C (stereo not drawn)	8.1	1.6	-1.7	-15.8	-3.2	i	3.5	0.5	-1.0	8.5
O=C(c1csc(Nc2ccccc2Cl)n1)N1CCCC1	-3.8	7.9	8.7	5.8	5.4	i	-0.3	-3.2	1.1	-5.6
COCCCN1C(=O)C(=O)/C(=C(/O)c2ccc(S(=O)(=O)N3CCOCC3)cc2)C1c1ccc(F)cc1 (stereo not drawn)	-7.5	-1.7	2.9	-7.9	-19.1	i	2.2	-2.0	-0.3	1.3
CCCCNC(=O)/C=C/c1cccs1	-9.7	1.2	-4.0	5.4	-5.8	i	-13.5	-0.4	-3.2	-1.5
O=C1CS/C(=N/N=C2CCCC2)N1	-1.2	-0.1	-3.0	-4.2	8.2	i	9.9	1.3	-0.1	0.6
CCOC(=O)c1c(S(=O)(=O)NCC(=O)N2CCN(c3ccc(OC)cc3)CC2)c(C)n(C)c1C	6.2	-1.3	2.9	-4.8	-4.3	i	7.5	-1.1	-0.5	1.2
Cc1cc(NC(=O)COc2cccc(C)c2C)no1	-9.8	-0.6	4.4	11.9	-0.2	i	5.3	5.7	-1.0	-0.5
CCOc1ccc(-n2c(SCC(N)=O)nnc2-c2cccnc2)cc1	-0.4	2.2	-4.8	1.1	-6.4	i	-1.0	-1.1	0.4	-0.2
COc1ccc(S(=O)(=O)NCCSCc2ccco2)cc1C	-6.3	-4.7	1.1	11.4	6.0	i	-6.6	-6.0	1.9	2.2
COCCCNC(=O)C(=O)Nc1cc2c3c(c1)CCC(=O)N3CCC2	1.1	4.6	3.6	12.7	2.3	i	14.7	-1.9	-1.2	-1.1
COc1cc(OC)c(C#N)c(S(=O)(=O)Cc2ccccc2)c1	4.1	1.7	1.7	-1.4	-2.8	i	11.1	-2.3	-1.1	2.7

Bioassay records: PubChem, Sanford-Burnham Center for Chemical Genomics
